Screens deposited in PubChem by Johns Hopkins Ion Channel Center.
MrgX1 ag: activates human MrgX1 receptor signaling; 310,000 compounds, 0.44% hits; AID 588627; MrgX1-HEK293 cells, Fluo-4 calcium fluorescence, agonist mode; active compounds read high; B-score at 10 µM;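 active means calcium response B-score plate-corrected fluorescence ratio at least 3 library SD, with starting fluorescence B-score inside 5 SD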
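Material: MrgX1-expressing HEK293 cells / Dosing: compound as first of three additions / Incubation: overnight seeding, then 1 h dark dye loading / Signal: Fluo-4 NW calcium fluorescence / Evaluation: B-scored fluorescence response ratio / Benchmarks: positive and negative control wells on each plate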
MrgX1 PAM: human MrgX1 positive allosteric modulation, primary screen; Q96LB2; 310,000 compounds, 0.63% hits; B-score at 10 µM; MrgX1-HEK293, Fluo-4 calcium flux, FDSS; active compounds read high; AID 588675;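 active means plate-corrected calcium response at least 3 library SD above typical, normal starting fluorescence, not activating the receptor alone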;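 further: compound read alongside a low EC10 to EC30 dose of BAM8-22 agonist; peak minus trough fluorescence over baseline measured at the second addition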
KCNQ1 inh: human KCNQ1 channel inhibition | P51787 | CHO-K1 KCNQ1, FluxOR thallium flux fluorescence; active compounds read high | AID 2642 | B-score at 10 µM | 310,000 compounds, 1.3% hits;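 active means compounds whose thallium flux B-score, printed positive for inhibition, exceeds three library SD while starting fluorescence stays within three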;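 further: channel opened by potassium depolarization with thallium stimulus after 20 min compound exposure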
hERG protect: compounds protecting human hERG from proarrhythmic drug block | AID 1511 | Q12809 | activation (rescue from dofetilide block), less the hit threshold, % at 10 µM | 310,000 compounds, 0.51% hits | CHO-hERG, FluxOR thallium flux, dofetilide IC70 present;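 active means activation above the mean of controls blocked by dofetilide plus 5 SD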;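 further: thallium influx through hERG after potassium depolarization seen as dye fluorescence rise; in these data hits start at about 4.7%; inactives centre near -7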
TMEM16A inh: blocks the mouse calcium-activated chloride channel TMEM16A; 310,000 compounds, 1.2% hits; Q8BHY3; normalized B-score (activity score, 25-100; higher = stronger inhibition) at 10 µM; AID 588511; HEK293 TMEM16A/YFP iodide influx fluorescence, ionomycin;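 active means ratio plate-corrected score three or more library SD toward inhibition, starting fluorescence score within five deviations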;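 further: score derived from kinetic fluorescence span divided by baseline fluorescence per well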
Target sequence (Q8BHY3 whole entry, looked up): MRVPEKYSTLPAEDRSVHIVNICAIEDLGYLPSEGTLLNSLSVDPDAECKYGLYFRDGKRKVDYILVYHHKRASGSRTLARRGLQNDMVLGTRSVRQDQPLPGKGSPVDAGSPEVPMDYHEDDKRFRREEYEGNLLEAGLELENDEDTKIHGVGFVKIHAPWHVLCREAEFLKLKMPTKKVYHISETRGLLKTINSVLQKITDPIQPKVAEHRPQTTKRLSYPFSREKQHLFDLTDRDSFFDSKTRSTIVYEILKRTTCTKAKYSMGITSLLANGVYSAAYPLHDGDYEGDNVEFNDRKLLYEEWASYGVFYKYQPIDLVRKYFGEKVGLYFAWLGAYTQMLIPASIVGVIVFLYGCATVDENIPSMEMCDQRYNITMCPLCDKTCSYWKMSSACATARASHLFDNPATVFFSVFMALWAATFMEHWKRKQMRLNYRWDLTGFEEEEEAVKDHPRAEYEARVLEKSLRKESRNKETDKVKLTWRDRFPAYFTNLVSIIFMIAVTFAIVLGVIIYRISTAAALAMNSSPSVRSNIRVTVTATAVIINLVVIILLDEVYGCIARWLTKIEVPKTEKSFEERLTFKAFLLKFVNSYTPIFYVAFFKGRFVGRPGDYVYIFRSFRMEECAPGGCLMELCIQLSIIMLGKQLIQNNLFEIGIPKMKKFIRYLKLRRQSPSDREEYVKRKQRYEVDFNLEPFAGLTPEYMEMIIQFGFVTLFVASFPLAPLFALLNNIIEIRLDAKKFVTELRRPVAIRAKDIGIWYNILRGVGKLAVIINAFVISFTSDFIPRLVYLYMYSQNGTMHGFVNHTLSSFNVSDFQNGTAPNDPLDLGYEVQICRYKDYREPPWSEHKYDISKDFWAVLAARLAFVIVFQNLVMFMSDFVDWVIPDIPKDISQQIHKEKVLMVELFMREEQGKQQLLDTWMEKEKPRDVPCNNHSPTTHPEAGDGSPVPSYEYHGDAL
KCNK3 inh: human KCNK3 channel inhibition, primary screen | CHO-KCNK3 thallium flux, FluxOR fluorescence; active compounds read low | B-score at 10 µM | 340,000 compounds, 0.84% hits | AID 602410;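 active means B-score under library mean minus 4 SD, starting fluorescence ratio at most library mean plus 5 SD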;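 further: more negative B-score means stronger inhibition of thallium flux through KCNK3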
ANO1 activ: activates or potentiates the mouse TMEM16A chloride channel. Q8BHY3. HEK293 TMEM16A/YFP-H148Q/I152L, iodide quench fluorescence; active compounds read low. B-score at 10 µM. 340,000 compounds, 0.3% hits;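 active means fluorescence-ratio B-score plate-corrected deviation score at least 3 library SD below zero, with starting fluorescence score within 5 deviations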;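 further: channel opened by trigger with iodide after compound preincubation; score built on the fluorescence ratio of max minus min over baseline; more negative score means more quench and so TMEM16A activation or potentiation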
KCNK9 block: blocks the human KCNK9 two-pore domain potassium channel; AID 488922; Q9NPC2; 310,000 compounds, 1.2% hits; B-score at 10 µM; HEK293 KCNK9, FluxOR thallium flux fluorescence; active compounds read low;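 active means ratio B-score over 3 SD below the library mean, with starting fluorescence within 5 SD of its mean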;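 further: negative B-score means less thallium flux so channel inhibition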
RGS4 inh: inhibitors of human RGS4 | HEK293 M3R/RGS4 inducible, Fluo-4 calcium flux; active compounds read high; triggered by carbachol at its EC20 | 310,000 compounds, 0.45% hits | AID 463165 | B-score at 10 µM | P49798;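 active means B-score, a plate-corrected calcium signal, over three deviations above library mean, with baseline fluorescence within five deviations of library mean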;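 further: RGS4 expression induced by doxycycline in cells with stable M3 receptor; B-score is computed from the integrated fluorescence ratio over baseline after carbachol; higher B-score means a larger calcium signal and so more RGS4 inhibition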
KCNQ1 pot: human KCNQ1 channel potentiation or activation. P51787. CHO-K1 KCNQ1, thallium flux FluxOR fluorescence; active compounds read high. B-score at 10 µM. 310,000 compounds, 0.35% hits. AID 2648;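 active means fluorescence ratio B-score, a plate-corrected score, at least three library SD, with initial intensity B-score within 5 SD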
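Assay system: CHO-K1 cells stably expressing KCNQ1; Medium: assay buffer with matched DMSO; Also added: K+/Tl+ depolarizing stimulus; Dosing: single dose; Timing: dye 90 min, compound 20 min, room temperature; Measured by: kinetic FluxOR thallium fluorescence, 10-s 1-Hz baseline, 110-s post-stimulus read; Read-out: peak-minus-minimum fluorescence over initial fluorescence, negative-control normalized, B-scored.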
RGS4 act: RGS4 potentiation or activation | HEK293 M3R/inducible RGS4, carbachol calcium flux Fluo4; active compounds read low | B-score at 10 µM | 310,000 compounds, 0.92% hits | AID 463111;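 active means B-score of the integrated calcium signal more than 4 SD below the library mean, with starting fluorescence not abnormally high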;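 further: negative B-score means reduced calcium response which marks RGS4 activation or potentiation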
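Material: Inducible-RGS4 HEK293 cells carrying M3 receptor; also added: carbachol at ECmax as muscarinic agonist stimulus; incubation: compound preincubation 20 min at room temperature before agonist; signal: Fluo4-AM (2 µM) calcium-flux fluorescence, kinetic read; measure: integrated calcium ratio converted to B score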
* hit, by the source's call; i = inactive; nt = not tested or not shown. Hits appear at their usual frequency. About 6.3% of those tested had a hit in this group.

SMILES | MrgX1 ag | MrgX1 PAM | KCNQ1 inh | hERG protect | TMEM16A inh | KCNK3 inh | ANO1 activ | KCNK9 block | RGS4 inh | KCNQ1 pot | RGS4 act
CCn1ncc(C(=O)Nc2cc(C)on2)c1C | i | i | i | -9.5 | i | i | i | i | i | i | i
O=C(NNC(=O)c1ccc2ccccc2c1O)c1cccs1 | i | i | i | -17.2 | i | i | i | i | i | i | i
O=C(NC1CCCC1)c1sc(=S)n2c1[nH]c(=O)c1ccccc12 | 60.4* | i | i | -9.8 | i | i | i | i | i | i | i
Cc1ccc(CNS(=O)(=O)c2ccc3c(c2)CCN3C(=O)CCCC(=O)O)cc1 | i | i | i | -13.0 | i | i | i | i | i | i | i
CCOC(=O)c1cnc2c(C(=O)OC)cccc2c1NCc1ccco1 | i | i | i | -14.3 | i | i | i | i | i | i | i
C=CCNc1sc(C(=O)C2CC2)c(N)c1C#N | i | i | nt | nt | i | i | i | nt | nt | nt | nt
NC(=O)c1cc([N+](=O)[O-])ccc1NCc1cnccn1 | i | i | nt | nt | i | i | i | nt | nt | nt | nt
O=C(O)c1cccc(N2C(=O)C3CC=C(Cl)CC3C2=O)c1 (centres undefined) | i | i | i | -7.0 | i | i | i | i | i | i | i
Cc1csc(NC(=O)CSc2nnc(-c3ccncc3)o2)n1 | i | i | i | -5.9 | i | i | i | i | i | i | i
O=C(NC(=S)NCc1ccncc1)c1ccccc1 | i | i | i | -14.6 | i | i | i | i | i | i | i
COc1cc(/C=C2\N=C(c3ccccc3)OC2=O)ccc1OCc1c(C)no[n+]1[O-] | i | i | i | -3.2 | i | i | i | i | i | i | i
CN(CC1CCCO1)S(=O)(=O)c1ccc(C(=O)Nc2nccs2)cc1 (centres undefined) | i | i | i | -9.7 | i | i | i | i | i | i | i
CCn1c(C)nc2cc(OC)ccc21 | i | i | i | -2.0 | i | i | i | i | i | i | i
Cc1c(C(=O)NCCCN2CCCC2=O)oc2c(Cl)cccc12 | i | i | i | -15.6 | i | i | i | i | i | i | i
COc1cc(NC(N)=S)c(OC)cc1Cl | i | i | i | -5.0 | i | i | i | i | i | i | i
CC(=O)c1c(C)[nH]c(C(=O)Nc2cccc(C#N)c2)c1C | i | i | i | -7.5 | i | i | i | i | i | i | i
OCCNc1nc(Nc2ccccc2OC(F)(F)F)nc(N2CCCC2)n1 | i | i | i | -11.0 | i | i | i | i | i | i | i
O=C(CSc1ccccn1)Nc1cccc([N+](=O)[O-])c1 | i | i | i | -3.6 | i | i | i | i | i | i | i
O=C(NCCN1C(=O)S/C(=C/c2ccccc2)C1=O)C1CCCN1C(=O)c1cccs1 (centres undefined) | i | i | i | -6.6 | i | i | i | i | i | i | i
Cc1ccccc1-c1nc(CS(=O)CC(=O)NCCc2ccc(Cl)cc2)c(C)o1 (centres undefined) | i | i | i | -10.4 | i | i | i | i | i | i | i
C(=N/n1c2ccccc2c2ccccc21)/c1ccco1 | i | i | i | -2.8 | i | i | i | i | i | i | i
CN(C)CCCN(C(=O)c1ccc(S(=O)(=O)N(C)C2CCCCC2)cc1)c1nc2ccc(Br)cc2s1 | i | i | i | -15.2 | i | i | i | i | i | i | -8.65*
Cc1nn(Cc2c(Cl)cccc2Cl)c(C)c1NC(=O)CCCn1nc([N+](=O)[O-])c(Cl)c1C | i | i | i | -9.2 | i | i | i | i | i | i | i
O=Nc1onc(-c2ccc([N+](=O)[O-])cc2)c1NO | i | i | i | -20.6 | i | i | i | i | i | i | i
CCCC(=O)Nc1cc(C)c(NC(=O)c2cccs2)cn1 | i | i | i | -8.0 | i | i | i | i | i | i | i
Cn1nc(C(F)(F)F)c(/C=N/OC(=O)c2ccccc2)c1SCc1ccc(Cl)cc1 | i | i | i | -15.7 | i | i | i | i | i | i | i
CCN(Cc1ccncc1)Cc1nc(Cc2ccccc2Cl)no1 | i | i | i | -21.1 | i | i | i | i | i | i | i
O=C1CSC(c2cccnc2)N1Cc1ccc(Cl)cc1 (centres undefined) | i | i | i | -4.1 | i | i | i | i | i | i | i
CN(CC(=O)Nc1c(Cl)cccc1Cl)C(=O)CNC(=O)C1CCCCC1 | i | i | i | -7.7 | i | i | i | i | i | i | i
CCN1C(=O)[C@H]2[C@@H](c3ccc(-c4cccc(Cl)c4)c(OC)c3)N[C@@](Cc3ccccc3)(C(=O)OC)[C@H]2C1=O | i | i | i | -7.6 | i | i | i | i | i | i | i
Cc1ccc(C(=O)N/C(=C\c2cn(S(=O)(=O)N(C)C)c3ccccc23)C(=O)NCCN2CCOCC2)cc1 | nt | nt | i | -10.6 | nt | i | i | i | i | i | i
CCC(=O)c1ccc(OCC(=O)Nc2cc(S(=O)(=O)N3CCCCC3)ccc2N2CCN(CC)CC2)cc1 | i | i | i | -14.2 | i | i | i | i | i | i | i
O=C1CCCc2nc(N3CCN(Cc4ccccc4)CC3)ncc21 | i | i | i | -10.6 | i | i | i | i | i | i | i
CCC1CCCCN1C(=S)Nc1ccc(OC(F)F)cc1 (centres undefined) | i | i | i | -3.9 | i | i | i | i | i | i | i
c1ccc(N2CCN(c3nnnn3-c3ccccc3)CC2)cc1 | i | i | i | -7.1 | i | i | i | i | i | i | i
CCOC(=O)N1CCC(NC(=O)C2CCC(Cn3c(=O)[nH]c4ccccc4c3=O)CC2)CC1 (centres undefined) | i | i | nt | nt | i | i | i | nt | nt | nt | nt
O=C(O)CC/C(=N\NC(=O)CNC(=O)c1cccc(Cl)c1)c1ccccc1 | i | i | i | -0.3 | i | i | i | i | i | i | i
CCCC(=NCCc1c(C)[nH]c2ccccc12)C1=C(O)CC(c2ccccc2)CC1=O (centres undefined) | i | i | i | -7.8 | i | i | i | i | i | i | i
COc1ccc(-n2nnc3c(=O)n(CC(=O)N4CCC(C)CC4)cnc32)cc1 | i | i | i | -4.4 | i | i | i | i | i | i | i
COCCn1c(SCC(=O)N(C)c2c(N)n(Cc3ccccc3)c(=O)[nH]c2=O)nnc1-c1cccc(C)c1 | i | i | i | -13.2 | i | i | i | i | i | i | i
NC[C@H](O)c1ccc(O)c(O)c1 | 38.7* | i | nt | nt | i | i | i | nt | nt | nt | nt
Cc1c(Br)c([N+](=O)[O-])nn1CC(=O)N(C)Cc1ccccc1 | i | i | i | -2.1 | i | i | i | i | i | i | i
CNS(=O)(=O)c1ccc(NS(=O)(=O)c2ccccc2F)cc1 | i | i | i | -3.2 | i | i | i | i | i | i | i
CC(C)(C)c1cnnn1-c1ccc(C=O)cc1 | i | i | i | -8.4 | i | i | i | i | i | i | i
Cc1ccccc1C(=O)O/N=C/c1c(N2CCOCC2)n(C)c2ccccc12 | i | i | i | -25.6 | i | i | i | i | i | i | i
COc1cccc(CNS(=O)(=O)c2c(C(=O)N3CCCC3)c(C)n(C)c2C)c1 | i | i | i | -3.6 | i | i | i | i | i | i | i
Cc1cccc(/C=N/NC(=O)Cn2nccc2C)n1 | i | i | i | -7.3 | i | i | i | i | i | i | i
Cc1ccc(NC(=O)Cn2ccnc2)cc1C | i | i | i | -9.7 | i | i | i | i | i | i | i
Cc1ccc(-c2c[n+]3c(n2-c2ccccc2)SCC3)cc1 | i | i | i | -17.7 | i | i | i | i | i | i | i
FC(F)(F)c1nnc2n1N=C(c1cccs1)CS2 | i | i | i | -13.0 | i | i | i | i | i | i | i
Cc1csc(SCC(=O)Nc2ccccn2)n1 | i | i | i | -4.7 | i | i | i | i | i | i | i
O=C(NNC(=O)c1ccc[nH]1)c1cccc(C(F)(F)F)c1 | i | i | i | 2.7 | i | i | i | i | i | i | i
Cc1ccc(CCNC(=O)C2CCCN(S(=O)(=O)c3cnc[nH]3)C2)cc1 (centres undefined) | i | i | i | -3.1 | i | i | i | i | i | i | i
C=C(C)C(=O)O[C@H]1C/C(C)=C\C(=O)/C=C(\C)[C@H](O)[C@@H]2OC(=O)C(=C)[C@@H]21 | i | i | i | -13.8 | i | i | i | i | 5.6* | i | i
CCN1CCN(c2ccc(S(=O)(=O)N3CCCCC3)cc2NC(=O)/C=C/c2cccc(OC)c2OC)CC1 | i | i | i | -12.5 | i | i | i | i | i | i | i
C/C(=C\C(=O)Nc1cscc1C)C(=O)O | i | i | i | -9.6 | i | i | i | i | i | i | i
CN1CCN(C(=O)C2CCN(S(=O)(=O)c3cnc[nH]3)CC2)CC1 | i | i | i | -4.4 | i | i | i | i | i | i | i
CCCc1[nH]c(=O)c(C#N)c2c1CCCC2 | i | i | i | -8.0 | i | i | i | i | i | i | i
Cn1c(SCc2ccccc2Cl)nc(C(F)(F)F)cc1=O | i | i | i | -13.6 | i | i | i | i | i | i | i
COc1ccc2c3c(c(=O)oc2c1OCC(=O)C(C)(C)C)CCCC3 | i | i | i | -13.3 | i | i | i | i | i | i | i
Other records follow:
SMILES | MrgX1 ag | MrgX1 PAM | KCNQ1 inh | hERG protect | TMEM16A inh | KCNK3 inh | ANO1 activ | KCNK9 block | RGS4 inh | KCNQ1 pot | RGS4 act
Cc1cccc2c1CC(C)(C)N=C2C1=C(O)CC(C)(C)CC1=O | i | i | i | -4.6 | i | i | i | i | i | i | i
O=C1c2ccccc2C(=O)N1c1n[nH]c(CCc2ccccc2)n1 | i | i | i | -1.2 | i | i | i | i | i | i | i
CCc1ccccc1NC(=S)N1CCC(NC(=O)c2ccc(OC)cc2)CC1 | i | i | i | -5.5 | i | i | i | i | i | i | i
Cc1nc2sc3c(c2c(=N)n1N)CCCC3 | i | i | i | -8.3 | i | i | i | i | i | i | i
O=C(N/C(=C\c1ccco1)C(=O)N1CCCC1CO)c1ccccc1 (centres undefined) | i | i | i | -10.7 | i | i | i | i | i | i | i
Cc1nccn1CCC(=O)Nc1ccc(Cl)cc1 | i | i | i | -9.2 | i | i | i | i | i | i | i
Cc1ccc(C)n1-c1ccc(N(C)C)cc1 | i | i | i | -8.1 | i | i | i | i | i | i | i
COc1cc(C(=O)Oc2cccc(/C=N/NC(=O)c3cc(C)[nH]n3)c2)cc(OC)c1OC | i | i | i | -4.8 | i | i | i | i | i | i | i
O=C(O)c1cccc(C(=O)c2cccc(C(=O)O)c2)c1 | i | i | i | 1.9 | i | i | i | i | i | i | i
